Source: PubChem (National Center for Advancing Translational Sciences (NCATS))
Shiga toxin inh: Shiga toxin inhibition; Vero cells, Shiga toxin protein synthesis inhibition reporter; inhibition, % at 38.7 µM; actives 9.2% (n = 290,000); AID 2315; in the data active means inhibition mostly above about 28%, no sharp cut-off; inactive means mostly below about 43%; further: 0% is about no effect
Giardia FBPA inh: blocks Giardia fructose-bisphosphate aldolase activity. purified Giardia FBPA. Potency, µM (doses to about 59.6 µM), for inactives: top-dose activity, negative = inhibition, most hits filed as inhibitors. actives 0.71% (n = 290,000). AID 2451; further: potency means the concentration at half of the fitted maximal effect; on the % scale 0 is the no-effect control and ±100 the full control effect; nearly all actives have a fitted effect of over 55% in size
Target sequence (A8B2U2 whole entry, looked up): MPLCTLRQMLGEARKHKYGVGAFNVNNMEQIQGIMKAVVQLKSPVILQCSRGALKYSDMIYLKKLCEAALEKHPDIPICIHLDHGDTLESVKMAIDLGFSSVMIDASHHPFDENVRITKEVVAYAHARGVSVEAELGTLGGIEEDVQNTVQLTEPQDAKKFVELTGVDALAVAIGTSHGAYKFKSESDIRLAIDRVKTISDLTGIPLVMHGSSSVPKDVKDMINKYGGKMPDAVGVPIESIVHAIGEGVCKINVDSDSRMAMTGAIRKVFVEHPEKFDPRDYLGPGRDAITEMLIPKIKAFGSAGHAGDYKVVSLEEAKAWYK
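Giardia FBPA (40 nM reagent) was preincubated 10 min at RT with compound (up to 57.5 uM final), then substrate plus GAPDH/TPI/NAD/arsenate coupling system with diaphorase/resazurin was added; resorufin fluorescence (525/598 nm) was read after 20 min.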
Pf growth 96h: inhibits malaria parasite growth, 96 h | P. falciparum luciferase reporter growth, 96 h | Potency, µM (top dose mostly 28.7 µM), inactives show top-dose activity change, negative = inhibition, hits mostly inhibitors | actives 6.9% (n = 320,000); further: potency means the concentration at half of the fitted maximal effect; on the % scale 0 is the no-effect control and ±100 the full control effect
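Delayed-death screen, second-generation endpoint: infected erythrocytes, 2% hematocrit, 0.05% parasitemia final; 96 hours at 37 C, 5% CO2; luciferase detection reagent; luminescence decrease equals reduced growth.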
Cycloheximide cs: counter-screen for Shiga toxin inhibitors: cycloheximide protein synthesis inhibition; cell reporter, cycloheximide protein synthesis inhibition counterscreen; max response, %; actives 12% (n = 300,000); in the data active means max response mostly above about 13%, no sharp cut-off; inactive means mostly below about 14%; further: read at 38.3 µM for the half of the compounds with a filed dose; 0% is about no effect
Pf growth 48h: inhibits P. falciparum growth in the first generation, 48 h | P. falciparum luciferase growth in erythrocytes, 48 h | Potency, µM (highest dose often 28.7 µM), for the others: top-dose activity change, negative = inhibition, hits mostly inhibitors | actives 5.9% (n = 310,000) | AID 504832; further: potency means the concentration at half of the fitted maximal effect; on the % scale 0 is the no-effect control and ±100 the full control effect
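Here the parasites carry a stable luciferase gene and grow inside erythrocytes in Albumax-based RPMI medium with compound for one erythrocytic cycle. Activity is scored as loss of luminescent signal.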
HCV inh: blocks hepatitis C virus; Huh7.5.1 HCVcc-Cre infection, luciferase reporter, 44 h; Potency, µM (series often up to 41.8 µM), inactives show at the highest dose activity change, negative = inhibition, most hits filed as inhibitors; actives 3.4% (n = 340,000); further: potency means the concentration at half of the fitted maximal effect; on the % scale 0 is the no-effect control and ±100 the full control effect
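Whole-lifecycle infectious HCVcc-Cre system; cells 1,000/well, compound then virus (~0.5 moi) added 4 h after plating, 44 h culture. Luciferase read 15 sec following 15 min substrate incubation, room temp.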
Starred values were filed as active, the others as inactive; ? = inconclusive; . = no result given; & = joins results of further samples; [ ] = remark or other dose. Unless noted, the call rests on the fitted dose curve; in most records, active means well fitted curve in the direction sought with a large enough effect; inconclusive means small, poorly fitted or top-dose-only effect, or another doubt; inactive means no such curve, though single readings can be large; an effect the other way counts as inactive or inconclusive.

SMILES	Shiga toxin inh	Giardia FBPA inh	Pf growth 96h	Cycloheximide cs	Pf growth 48h	HCV inh
CCN(CC)CCn1c(NC(=O)c2ccc(C(F)(F)F)cc2)nc2ccccc21	-10	-9%	?	-3	-8%	16%
COc1ccc(Cc2nnc(SCC(=O)N3CCN(c4ccccc4)CC3)o2)cc1	-8	1%	.	-2	-28%	8%
COc1cccc(CNc2ccc(Br)cn2)c1O	72*	-6%	173%[activator]	43*	-65%	-14%
CC1=C(C#N)C(/C=N/OCc2ccc(Cl)cc2)CC(=O)N1 (configuration not stated)	12	0%	30%[activator]	9	-13%	10%
CCN1C(=S)N[C@@H](CCc2ccccc2)[C@H](C(=O)OC)[C@H]1C	16&-3	12%&-19%	?	-2&-2	4%&-16%	0%
N#C/C(=C/c1ccc(CNS(=O)(=O)c2ccccc2)o1)C(=O)NCc1ccccc1	-14	1%	?	-3	-3%	?
CC(=O)c1c(C)[nH]c(C(=O)CSc2nnc(CN3CCCCCC3=O)n2-c2ccccn2)c1C	-3	-8%	.	-4	-1%	-6%
COC(=O)CN1C(=S)N(c2ccc(F)cc2)C(=O)C1CC(=O)Nc1ccc(OC)cc1 (configuration not stated)	-3	-3%	20%	-1	-21%	0%
Cc1ccsc1C(=O)N1CCN(c2ncccn2)CC1	.	.	-20%	.	-12%	11%
CCCc1nnc(SCC(=O)N2CCCCC2C)n1CCCOC (configuration not stated)	17	.	28%	3	26%	14%
CCn1c(=O)cc(OCC(=O)N(C)c2ccccc2F)c2ccccc21	-3	0%	?	-7	.	?
O=C(CN1C(=O)c2ccccc2S1(=O)=O)c1ccccc1F	-5	.	163%[activator]	9	90%[activator]	4%
Cc1nn(Cc2ccc(C(=O)n3cccn3)o2)c(C)c1Br	11	2%	5%	-6	13%	-2%
CCCCN(CCCC)C(=O)CN(C)S(=O)(=O)c1ccc2c(c1)n(C)c(=O)c(=O)n2C	-7	0%	?	-3	?	-11%
CN(C)c1ccc(NC(=O)CSc2n[nH]c(-c3ccco3)n2)cc1	5	-6%	?	9	0%	25%
CCC(=O)c1ccc(OCC(O)CN2CCc3ccccc3C2)cc1 (configuration not stated)	.	-17%	-16%	-3	-19%	0%
Cc1nn(-c2ccc(N3CCOCC3)nn2)c(C)c1CCC(=O)NCc1ccccc1F	-3	-9%	?	6	-16%	5%
CC(=O)N/C(=C\c1ccc(F)cc1)C(=O)OC(C)C	-6	7%	?	0	1%	12%
O=C(Nc1ccc(S(=O)(=O)NC2CCCC2)cc1)c1cnccn1	6	11%	.	3	21%	4%
Cc1c2cnn(-c3ccccc3)c(=O)c2c(C)n1CCCC(=O)NCCN1CCN(C)CC1	22	-3%	1%	7	23%	15%
COc1ccc(C(=O)CC2OC(=O)c3ccccc32)cc1OC (configuration not stated)	12	10%	?	-3	?	16%
Cc1ccccc1C(=O)NCCCc1ccccc1	140*	2%	?	39*	72%[activator]	14%
Cc1nc2ccccc2n1CC(=O)N/N=C/c1cccs1	-11	-2%	2.3µM*	-2	-4%	-1%
CCN(C(=O)C1CCN(c2nc(-c3ccc(OC)cc3)no2)CC1)c1ccc(OC)cc1	-6	-13%	2%	8	9.3µM*	8.9µM*
Cc1c(C(=O)Nc2ccc(S(=O)(=O)N(C)C3CCN(C)CC3)cc2)oc2ccccc12	.	.	?	.	4.7µM*	6.3µM*
COc1ccc(/C=C/C(=O)NCCCN2CCCCCC2)cc1	26	-25%	0%	0	?	-19%
Cc1cc(NC(=O)c2c([N+](=O)[O-])c(C)nn2C)no1	-10	3%	16%	-2	27%	9%
C=CCn1c(SCC(=O)Nc2cc(C)cc(C)c2)nnc1-c1cnccn1	-3	-4%	49%[activator]	13	-3%	-12%
COc1ccc(N2CCN(C(=O)c3ccccc3F)CC2)c([N+](=O)[O-])c1	-6	7%	2%	7	?	1%
CC1CCCC(C)N1C(=O)CCN1C(=O)C2C3C=CC(C3)C2C1=O (configuration not stated)	-9	-7%	1.7µM*	-2	27%	15%
N#C/C(=C\c1ccc(OC(=O)c2cccs2)cc1)c1nc2ccccc2[nH]1	145*	-4%	?	58*	35%[activator]	10%
O=C(OCC(=O)N1CCCCC1)c1c[nH]c2ccccc12	.	.	244%[activator]	.	129%[activator]	5%
COc1ccc(-c2c(NC(=O)c3ccco3)oc3ccccc3c2=O)cc1OC	-1	-8%	?	1	1%	-2%
CCOC(=O)C(C(=O)OCC)C(Nc1ccc(Br)cc1)c1ccccc1 (configuration not stated)	-30	1%	25%	-2	9%	15%
CN(CC1CCCO1)S(=O)(=O)c1ccc(C(=O)NCc2ccccc2)cc1 (configuration not stated)	7	-2%	-30%	5	-13%	-7%
Nc1nc(-c2ccccc2)[nH]c(=O)c1N	30*	?	-21%	26*	17%	38%[activator]
CCN1CCN(C(=O)c2ccc3c(c2)N(Cc2ccc(F)cc2)C(=O)c2ccccc2S3=O)CC1 (configuration not stated)	-5	-1%	-6%	-5	-12%	-20%&-29%
CC1(C)CSC(=NCCc2ccccc2)N1C(=O)c1ccc(C#N)cc1	-3	-12%	-24%	4	13%	-1%
COc1ccc(NC(=O)c2cccc(S(=O)(=O)NCc3ccccc3)c2)cc1S(N)(=O)=O	.	.	-28%	.	?	-13%
CCC(=O)c1cn(CC(=O)Nc2ccc(C)cc2)c2ccccc12	-4	8%	0%	-2	0%	15%

5 structures from above, arranged by molecular weight, falling.
SMILES	Shiga toxin inh	Giardia FBPA inh	Pf growth 96h	Cycloheximide cs	Pf growth 48h	HCV inh
Cc1c(C(=O)Nc2ccc(S(=O)(=O)N(C)C3CCN(C)CC3)cc2)oc2ccccc12	.	.	?	.	4.7µM*	6.3µM*
CCOC(=O)C(C(=O)OCC)C(Nc1ccc(Br)cc1)c1ccccc1 (configuration not stated)	-30	1%	25%	-2	9%	15%
CC1(C)CSC(=NCCc2ccccc2)N1C(=O)c1ccc(C#N)cc1	-3	-12%	-24%	4	13%	-1%
CCC(=O)c1cn(CC(=O)Nc2ccc(C)cc2)c2ccccc12	-4	8%	0%	-2	0%	15%
Cc1cc(NC(=O)c2c([N+](=O)[O-])c(C)nn2C)no1	-10	3%	16%	-2	27%	9%

(listing goes on)
SMILES	Shiga toxin inh	Giardia FBPA inh	Pf growth 96h	Cycloheximide cs	Pf growth 48h	HCV inh
CCOC(=O)n1c(=O)oc2ccc(Cl)cc21	-2	0%	13%	-2	-1%	0%
CCOP(=O)(OCC)C(Nc1ccccn1)c1ccc(F)cc1 (configuration not stated)	-3	5%	57%[activator]	-2	23%	17%
CCC1Oc2ccc(C)cc2N(CC(=O)NCc2ccco2)C1=O (configuration not stated)	14	-2%	1%	-2	2%	15%
O=C(c1ccc(OC2CCN(C/C=C/c3ccccc3)CC2)cc1)N1CCCC1	6	.	10µM*	-7	2.9µM*	-1%
COc1ccc(S(=O)(=O)N2CCCCC2C(=O)O)cc1 (configuration not stated)	-5	1%	-3%	2	24%	6%
Cc1cc(N2CCOCC2)nc(SCC(=O)c2ccccc2)n1	96*	0%	?	51*	47%[activator]	?
CCN1C(=O)[C@@H]2[C@@H](c3ccc(-c4ccc(C(C)=O)cc4)cc3)N3CCCC[C@@]3(C(=O)OC)[C@@H]2C1=O	.	.	12µM*	.	10µM*	?
CC(=O)Nc1ccccc1C(=O)N1CCN(c2cccc(C)c2C)CC1	13	-1%	25%	-2	?	-4%
COc1cc(OC)cc(C(=O)NCC(=O)N2CCC(C)CC2)c1	58	-4%	?	-2	40%[activator]	4%
COc1ccc(-n2cc(C(=O)O)c(=O)cc2C)cc1	-4	-18%	0%	-3	19%	29%
Cc1cccc(-[n+]2c(C)cc(C)c3c(=O)[nH]c(=O)[nH]c32)c1	-11	-13%	35%[activator]	1	22%	9%
COc1cccc(NC(=O)COC(=O)c2cccnc2)c1	10	0%	?	6	-8%	12%
COc1ccc(-c2cc(C(F)(F)F)nc(N3CCN(Cc4ccccc4)CC3)n2)cc1OC	-13	-10%	69%[activator]	-2	10µM*	-18%
Cc1sc2ncn(CC(=O)NCc3ccccc3)c(=O)c2c1C	16	1%	94%[activator]	1	10%	-8%
NC(=O)NC(c1ccccc1)c1ccccc1	6	4%	.	-2	17%	-7%
O=C(C1=C[C@@H](c2coc3ccccc3c2=O)C[C@@H](OCc2ccc(CO)cc2)O1)N1CCCCCCC1	-20	-2%	?	-2	?	21%[8.37 µM]
COC(=O)c1cc(Br)cn1S(=O)(=O)c1ccccc1	17	3%	30%[activator]	6	.	-7%
CCOC(=O)CNC(=O)N1CCCC(C(=O)c2ccccc2SC)C1 (configuration not stated)	20	1%	0%	1	8%	7%
O=C(N/C=N/OCc1ccc(Cl)cc1Cl)NOCc1c(Cl)cccc1Cl	8	-7%	?	-3	?	?
COc1ccc(-c2cc(-c3nnc(COC(=O)C4CC4C)o3)c3ccccc3n2)cc1OC (configuration not stated)	9	0%	?	0	?	?

Reprinted from the part before: 2 entries, then new ones.
SMILES	Shiga toxin inh	Giardia FBPA inh	Pf growth 96h	Cycloheximide cs	Pf growth 48h	HCV inh
O=C(N/C=N/OCc1ccc(Cl)cc1Cl)NOCc1c(Cl)cccc1Cl	8	-7%	?	-3	?	?
COc1ccc(-c2cc(-c3nnc(COC(=O)C4CC4C)o3)c3ccccc3n2)cc1OC (configuration not stated)	9	0%	?	0	?	?
COc1ccc(S(=O)(=O)Nc2ccc(S(=O)(=O)Nc3ccc(F)cc3)cc2)cc1C	1	-1%	-27%	-1	22%	?
COc1ccc(C(=O)NCc2ccc(S(N)(=O)=O)cc2)cc1[N+](=O)[O-]	-10	1%	-4%	2	-23%	20%
CC(C)N(C(=O)CSc1nnc(Cn2nnc3ccccc32)n1C)C(C)C	-6	1%	.	-6	5%	13%
Cc1ccc2c(c1)N(C(=O)CCC(=O)NCCCN1CCN(C)CC1)CCO2	7	14%	52%[activator]	-4	4%	15%
O=C(NCCN1CCC(Cc2ccccc2)CC1)C1CCN(S(=O)(=O)N2CCC3(CC2)OCCO3)CC1	-6	4%	-125%	-2	?	6.3µM*
O=C(c1ccc(Cl)cc1)c1cn[nH]c1-c1ccccc1O	-14	-6%	12%	1	.	8%
CCc1ccc(NC(=O)c2ccc(NC(=O)C3CCCO3)cc2)cc1 (configuration not stated)	56*	12%	?	14*	15%	?
COC(=O)[C@@]1(Cc2ccc(F)cc2)[C@H]2c3cc(C(=O)N4CCCC4)n(CCc4ccc(O)c(O)c4)c3C[C@H]2CN1C(=O)c1ccccc1	53*	-30%&-22%	5.9µM*	7	?	-7%[8.37 µM]
COc1cc(C(=S)N2CCN(c3ccccc3Cl)CC2)cc(O)c1O	-2	?	?	-3	?	-13%
COc1cc(/C=C/C(=O)OCC(=O)NCCN2C(=O)CSC2=O)ccc1OC(F)F	-5	-1%	?	18	-14%	-14%
CC(=O)NC1C(=O)SC1(C)C (configuration not stated)	-30	16µM*	43%[activator]	-3	23%	.
CCCC(O)(CCC)C(=O)NNc1ccccc1	6	0%	?	-3	3%	11%
CCN(CC)S(=O)(=O)c1ccc2nc(CSc3nnnn3-c3ccc(O)cc3)[nH]c2c1	24	2%	?	-3	?	-17%
CS(=O)(=O)N1CCc2cc(-c3csc(NC(=O)Cc4cccs4)n3)ccc21	16	-9%	97%[activator]	9	-23%	1.4µM*
COc1ccc(C2C(C(N)=O)=C(C)Nc3nc(-c4ccccc4Cl)nn32)c(OC)c1 (configuration not stated)	10	1%	1%	-7	8%	-3%
C/C(=N\NC(=O)c1cc(Br)ccc1O)c1cccc(NC(=O)c2ccccc2F)c1	43*	.	5%	19	3%	-4%
NC(=O)CSc1nnc(-c2ccc(S(=O)(=O)N3CCOCC3)cc2)n1Cc1ccccc1	-16	3%	?	-5	3%	13%
CCCN1CCN(C(=O)c2cccc3c2C(=O)N(CCOC)C3)CC1	-6	0%	?	-5	.	17%
Cc1ccc(C(C(=O)NC(C)(C)C)N(C(=O)c2csnn2)c2ccccc2F)o1 (configuration not stated)	-7	-2%	.	0	-13%	16%

Rows are unselected; about 24% have a hit in one of these screens.
